High-throughput results as filed in PubChem BioAssay.
DYRK1A inh: blocks rat Dyrk1A kinase activity; Q63470; ADP-Glo luminescence, NFATc1 peptide; inhibition, % at 12.5 µM; 0.43% of 310,000 active; AID 504441; in the data active means inhibition above about 50%;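 further: plate controls were vehicle with enzyme for no effect and no enzyme for full effect; many of its hits are not listed in these tables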
KCNK3 inh: human KCNK3 channel inhibition, primary screen | B-score at 10 µM | 0.84% of 340,000 active | O14649 | AID 602410 | CHO-KCNK3 thallium flux, FluxOR fluorescence; hits give low values;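 active means B-score under library mean minus 4 SD, starting fluorescence ratio at most library mean plus 5 SD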;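 further: more negative B-score means stronger inhibition of thallium flux through KCNK3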
Target sequence (O14649 whole entry, looked up): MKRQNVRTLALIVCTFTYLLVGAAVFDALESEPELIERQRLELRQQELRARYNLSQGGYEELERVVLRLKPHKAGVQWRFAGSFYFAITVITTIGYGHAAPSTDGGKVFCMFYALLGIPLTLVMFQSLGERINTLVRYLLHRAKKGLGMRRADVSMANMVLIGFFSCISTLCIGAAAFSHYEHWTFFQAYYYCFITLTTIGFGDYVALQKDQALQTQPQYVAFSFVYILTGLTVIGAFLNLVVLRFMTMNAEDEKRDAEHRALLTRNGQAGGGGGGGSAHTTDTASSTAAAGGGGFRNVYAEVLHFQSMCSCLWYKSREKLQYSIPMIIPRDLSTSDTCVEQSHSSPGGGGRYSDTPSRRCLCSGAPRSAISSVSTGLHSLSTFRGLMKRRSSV
The depositor's hits bear a star; i = inactive. These rows are one share of the data, so the mix of outcomes need not match the whole.

SMILES	DYRK1A inh	KCNK3 inh
O=C(CNC(=O)c1ccccc1F)OC1CCOC1=O (stereo not drawn)	-3	i
CCOc1ccc(N2C(=O)CSC2=NC#N)cc1	1	i
Cc1cc(C(=O)COC(=O)c2cnccn2)c(C)n1-c1ccc(Br)cc1	0	i
CCCNC(=O)C(Cc1ccc(Cl)cc1)NC(=O)c1ccc(C#N)cc1 (stereo not drawn)	8	i
O=C(COc1ccc(Br)cc1F)NCC1(N2CCCCC2)CCCCC1	0	i
O=C(C1CCCCC1C(=O)N1CCCCC1)N1CCCCC1 (stereo not drawn)	-2	i
O=C1C=CC(=Nc2ccc(F)cc2)O1	3	i
CC[C@]1(C(=O)OC)[C@H]2C(=O)N(C)C(=O)[C@H]2[C@H]2CN=C(SCc3ccccc3)N21	-1	i
Cc1c(Cl)cnc(NC(=O)CSc2nnc(C)n2Cc2ccccc2)c1Cl	5	i
Cc1cc(C)c2c(n1)nn1c(N3CCN(Cc4ccccc4)CC3)cc(C)nc21	8	i
O=C(COC(=O)Cc1ccc(Br)cc1)NCC1CCCO1 (stereo not drawn)	10	i
COc1ccc(S(=O)(=O)Nc2ccc(-c3ccc4nnc(C)n4n3)cc2)c(OC)c1	-1	i
CCCn1c(SCC(=O)Nc2ccccc2Cl)nc(O)cc1=O	9	i
CS(=O)c1ccccc1-c1nc(-c2ccc([N+](=O)[O-])cc2)no1 (stereo not drawn)	0	i
CSCCC(NS(=O)(=O)c1ccccc1)C(=O)Nc1nccs1 (stereo not drawn)	-1	i
O=C(Nc1cc([N+](=O)[O-])c2[nH]c(=O)c3ccccc3c2c1)C(F)(F)F	5	i
COCCn1c(SCC(=O)NN2C(=O)NC(C)(c3ccccc3)C2=O)nnc1-c1ccncc1 (stereo not drawn)	-6	i
CN(C(=O)CSc1nc(C2CC2)n(-c2ccccc2)n1)C1CCS(=O)(=O)C1 (stereo not drawn)	5	i
COc1ccc(OC)c2nc3c(C(=O)NCCN(C)C)cccc3nc12	12	i
Cc1nn(-c2ccccc2)c(C)c1NC(=O)COC(=O)c1ccccc1	-2	i
CCC1(O)CC2CN(CCc3c([nH]c4ccccc34)C(C(=O)OC)(c3cc4c(cc3OC)N(C=O)C3C(O)(C(=O)OC)C(OC(C)=O)C5(CC)C=CCN6CCC43C65)C2)C1 (stereo not drawn)	-5	i
Cc1cc(N(C)C)nc(Nc2ccccc2)n1	23	i
C[C@H](CO)N1C[C@H](C)[C@@H](CN(C)Cc2ccncc2)Oc2c(NS(=O)(=O)c3cn(C)cn3)cccc2C1=O	1	i
COC(=O)[C@@]12CCCCN1[C@H](c1ccc(-c3ccc4c(c3)OCO4)c(OC)c1)[C@@H]1C(=O)N(C)C(=O)[C@@H]12	6	i
CC(C)c1ccc(S(=O)(=O)c2ccc(NN)cc2)cc1	-3	i
O=C(COC(=O)c1ccc(F)c(S(=O)(=O)N2CCOCC2)c1)c1ccccc1	-2	i
CSc1ncccc1C(=O)OCC(=O)c1[nH]c(C)c(C(C)=O)c1C	2	i
COc1ccc(CNC(=O)C(C)N2C(=O)NC3(CCCCCCC3)C2=O)cc1 (stereo not drawn)	-1	i
Cc1ccc(S(=O)(=O)N2CCC(C(=O)Nc3ccc(S(=O)(=O)N4CCOCC4)cc3)CC2)cc1	2	i
COc1ccc(OC)c(/C=C/C(=O)OCC(=O)NCc2ccco2)c1	3	i
COCc1ccccc1C1=CC(=O)C[C@H](c2ccc(OC)cc2)C1	0	i
O=C(CCN1C(=O)C2CCCCC2C1=O)Nc1cc([N+](=O)[O-])ccc1Cl (stereo not drawn)	-3	i
COc1ccc(NC(=O)COC(=O)c2cc(=O)c3ccccc3o2)cc1OC	1	i
Cc1ccc(-c2nnc(SCC(=O)Nc3ccc4c(c3)OCCO4)n2N)cc1	1	i
CCOC(=O)[C@H]1[C@H]2COc3ccc(OC)cc3[C@@H]2N2C(=O)c3cc(F)c(F)cc3NC(=O)[C@@]12C	-4	i
O=C(OCCCc1cc2ccccc2c(=O)o1)c1ccc(C(F)(F)F)cc1	-3	i
COc1ccc(Cl)cc1NC(=O)COC(=O)CNC(=O)C1CCCCC1	-6	i
CCOC(=O)C1=CC[C@H]2c3c(c4ccc(OC)cc4n3C)C(=O)C1N2S(=O)(=O)c1ccc(C)cc1	-7	i
COCCN(C(=O)COC(=O)COc1ccc2ccccc2c1)c1c(N)n(Cc2ccccc2)c(=O)[nH]c1=O	4	i
CC(=O)N1CCc2cc(S(=O)(=O)NCCC(=O)N3CCN(Cc4ccccc4)CC3)ccc21	8	i

2 of the compounds above, bar-delimited:
compound | DYRK1A inh | KCNK3 inh
C[C@H](CO)N1C[C@H](C)[C@@H](CN(C)Cc2ccncc2)Oc2c(NS(=O)(=O)c3cn(C)cn3)cccc2C1=O | 1 | i
O=C(CCN1C(=O)C2CCCCC2C1=O)Nc1cc([N+](=O)[O-])ccc1Cl (stereo not drawn) | -3 | i

The list continues:
SMILES	DYRK1A inh	KCNK3 inh
CSc1cccc(NC(=O)COC(=O)C2(c3ccccc3)CC2)c1	11	i
CCc1c(C2(O)CCCCC2)[nH]c2ncccc12	26	i
COc1cc(OC)cc(-c2c(-c3cccs3)c3cc(-c4ccc(CN5CCOCC5)cc4)ccc3n2C)c1	-7	i
CC(C)[C@H](NC(=O)c1ccccc1Cl)C(=O)OCC(=O)N1CCCCC1	-1	i
COc1cc(C2CC(=O)Oc3cc(O)ccc32)cc(OC)c1OC (stereo not drawn)	0	i
CCN(CC)c1ccc(/C=C2/C(=O)c3ccc(C(=O)O)cc3C2=O)cc1	4	i
Cc1ccc2c(c1)NC(=O)[C@@]1(C)[C@@H](c3ccccc3)[C@H]3COc4ccccc4[C@@H]3N1C2=O	-4	i
O=C(COC(=O)CCNS(=O)(=O)c1cccs1)Nc1cc(C(F)(F)F)ccc1Cl	4	i
O=C1CSC(c2ccccn2)N1Cc1cn2ccccc2n1 (stereo not drawn)	3	i
COc1cccc(NC(=O)CN(C)C(=O)c2cc3c(s2)CCCCC3)c1	-4	i
CC(C)CN(C(=O)c1cccc(Cl)c1)c1c(N)n(Cc2ccccc2)c(=O)[nH]c1=O	-3	i
CCN1CCN(S(=O)(=O)c2ccc(Cl)c(C(=O)N(C)Cc3ccco3)c2)CC1	0	i
COc1ccc(OC)c(NC(=O)COC(=O)[C@H](Cc2ccccc2)NC(=O)c2ccco2)c1	-2	i
COC(C[C@H](O)C[C@H](O)[C@H](C)OCc1ccccc1)OC	-6	i
CCCCCC(CC(=O)NO)C(=O)NC(C(=O)N1CCCC1CO)C(C)C (stereo not drawn)	-4	i
CCN=C1NN=C(c2cc(C)n(CCc3ccccc3)c2C)CS1	6	i
Cc1cc(NC(=O)CSc2nc3ccsc3c(=O)n2NC(=O)c2ccccc2)no1	3	i
O=C(Nc1ccccc1)Nc1ccccc1	8	i
CCC(=O)c1ccc(OCC(=O)Nc2ccc(S(=O)(=O)Nc3cc(C)nc(C)n3)cc2)cc1	0	i
COc1ccc(CN(C)C(=O)C2CCN(S(=O)(=O)c3cccs3)CC2)cc1F	-4	i

Part of the list above in order of length of the SMILES, low to high.
SMILES	DYRK1A inh	KCNK3 inh
COc1cccc(NC(=O)CN(C)C(=O)c2cc3c(s2)CCCCC3)c1	-4	i
CC(C)[C@H](NC(=O)c1ccccc1Cl)C(=O)OCC(=O)N1CCCCC1	-1	i
O=C(COC(=O)CCNS(=O)(=O)c1cccs1)Nc1cc(C(F)(F)F)ccc1Cl	4	i

Next part
SMILES	DYRK1A inh	KCNK3 inh
COc1ccc(S(=O)(=O)Nc2cccc3c2O[C@H](CN(C)C(=O)NC(C)C)[C@@H](C)CN([C@H](C)CO)C3=O)cc1	16	i
ON=C1c2ccccc2-c2ccc(F)cc21	35	i
C[C@H](CCC(=O)O)[C@H]1CC[C@H]2[C@@H]3CC[C@@H]4C[C@H](O)CC[C@]4(C)[C@H]3CC[C@]12C	3	i
O=C(Nc1cc(S(=O)(=O)N2CCOCC2)ccc1N1CCCC1)c1ccc(Cl)cc1	3	i
CCC(CC)NC(=O)CN1CCN(S(=O)(=O)c2cccs2)CC1	-2	i
CCOc1ccc(Br)cc1S(=O)(=O)NCC(c1ccc(OC)cc1)N1CCOCC1 (stereo not drawn)	-2	i
N=C1c2ccccc2-c2ccccc21	-7	i
CCN(C(=O)COC(=O)CC(C)c1ccccc1)c1c(N)n(Cc2ccccc2)c(=O)[nH]c1=O (stereo not drawn)	-2	i
CN(CC(=O)Nc1ccc2c(c1)OCCO2)CC(=O)Nc1ccc(F)c(F)c1F	-2	i
O=C(CSc1nnc(-c2ccccc2)c2ccccc12)NCCN1C(=O)CSC1=O	-2	i
C=CCC[C@H](Cc1ccc(F)cc1)C(=O)OC[C@@H](Cc1c[nH]c2ccccc12)NC(=O)[C@@H](CC=C)CC(=O)N(CCO)Cc1ccccc1	-3	i
O=C(OCC#CCSc1nnc(-c2cccc3ccccc23)o1)c1cccc2[nH]ccc12	4	i
COc1ccc(CNC(=O)COC(=O)c2c(NC(C)=O)sc(C)c2C)cc1	-4	i
Cn1cc(C2NC(=O)c3ccccc3N2)c2ccccc21 (stereo not drawn)	-2	i
CC(C)(C)c1ccc(NC(=O)CON=C(N)c2ccccc2)cc1	4	i
O=C(c1ccc([N+](=O)[O-])cc1[N+](=O)[O-])N1CCN(C(=O)C2CCCO2)CC1 (stereo not drawn)	7	i
CSCCC(NS(=O)(=O)c1ccc(C)cc1)C(=O)N1CCCCCCC1 (stereo not drawn)	-6	i
Nc1nc(N2CCOCC2)n[nH]1	1	i
O=C(c1cc(C2CC2)nn1-c1ccccc1)N1CCN(S(=O)(=O)c2cccc(F)c2)CC1	-3	i
C#CCOCCOCCOCCNc1nc(N2CCN(C(=O)[C@H](CCCN=C(N)N)n3cc(C(N)[C@H](C)CC)nn3)CC2)nc(N2CCN(C(=O)[C@H](CC(N)=O)n3cc(C(N)[C@@H](C)CC)nn3)CC2)n1 (stereo partly drawn)	4	i
CC1CCN(c2ccc3c(c2)S(=O)(=O)c2cccc(C(=O)NCc4ccc(F)cc4)c2C3=O)CC1	4	i
Cn1ccc2cc(-c3ccc4ncnc(NCc5cccs5)c4c3)ccc21	-6	i
CCc1ccccc1NC(=O)CNC(=O)c1cn(Cc2ccccc2)nc1-c1cccnc1	-6	i
Cc1ccc(OCCC(=O)Nc2ccc(S(=O)(=O)N3CCCC3)cc2)cc1	-3	i
O[C@@H]1CN(C2CCN(Cc3ccccc3)CC2)CC[C@H]1N1CCCCCC1	5	i
CCOC(=O)N1CCN(C(=O)CSCC(=O)Nc2nc(-c3ccc4c(c3)OCO4)cs2)CC1	17	i
CCCc1cc(=O)[nH]c(SCC(=O)Nc2cccc(S(=O)(=O)N3CCOCC3)c2)n1	3	i
NC(=O)c1cc([N+](=O)[O-])ccc1NCc1ccc(O)cc1	10	i
CCN1C(=O)[C@H]2[C@@H](c3ccc(-c4ccc(F)cc4)c(OC)c3)N3CCCC[C@@]3(C(=O)OC)[C@H]2C1=O	7	i
C[C@@H]1CN([C@H](C)CO)C(=O)c2cc(NC(=O)Nc3ccc(C(F)(F)F)cc3)ccc2O[C@H]1CN(C)Cc1ccc(Cl)c(Cl)c1	3	i
Cn1cccc1/C=C1\SC(=S)N(NC(=O)c2ccccc2Cl)C1=O	-5	i
COC(=O)c1ccc(C)c(NC(=O)CCn2[nH]c(=O)ccc2=O)c1	-3	i
CN(CC(=O)Nc1ccc(F)cc1)C(=O)c1cc(-c2cccs2)nn1-c1ccccc1	-1	i
Cc1cccc(NC(=O)c2nc[nH]c2C(=O)NCCN(CCNC(=O)c2[nH]cnc2C(=O)Nc2cccc(C)c2)CCNC(=O)c2[nH]cnc2C(=O)Nc2cccc(C)c2)c1	3	i
Cc1cc(Br)ccc1NC(=O)CNC(=O)c1cnn(C)c1	-5	i
COC(=O)c1ccc(NCc2c(O)ccc(O)c2Br)cc1Cl	12	i
CC(CC(=O)c1ccc(F)cc1)N1CCN(c2ccccc2)CC1 (stereo not drawn)	-2	i
CCN(C(=O)CSc1nnc(-c2cccc(Cl)c2)n1N)c1c(N)n(Cc2ccccc2)c(=O)[nH]c1=O	7	i
Nc1ccc2c(=O)[nH][nH]c(=O)c2c1	2	i
Nc1ccc(N2CCOCC2)c(Cl)c1	-7	i
O=C(Nc1ccc(OC(F)(F)F)cc1)C1CC(=O)N(Cc2ccco2)C1 (stereo not drawn)	-6	i
O=C(Nc1nc(-c2ccco2)c(-c2ccco2)s1)c1c(F)cccc1Cl	4	i
O=C(COc1ccc2ccc(=O)oc2c1)NC1CCCCC1	-2	i
O=C(Cn1ccc(NC(=O)OCc2ccccc2)nc1=O)NCc1ccccn1	11	i
O=C1COc2cc(O)ccc21	-7	i
COc1ccc(C=C(C(=O)O)c2ccc(OC)cc2)cc1	4	i
O=C(CSc1nnc(Cn2c(=O)sc3ccccc32)n1-c1ccccc1)N1CCOCC1	-4	i

Compounds listed so far with a nitro group on carbon:
SMILES	DYRK1A inh	KCNK3 inh
CS(=O)c1ccccc1-c1nc(-c2ccc([N+](=O)[O-])cc2)no1 (stereo not drawn)	0	i
O=C(Nc1cc([N+](=O)[O-])c2[nH]c(=O)c3ccccc3c2c1)C(F)(F)F	5	i
O=C(CCN1C(=O)C2CCCCC2C1=O)Nc1cc([N+](=O)[O-])ccc1Cl (stereo not drawn)	-3	i
O=C(c1ccc([N+](=O)[O-])cc1[N+](=O)[O-])N1CCN(C(=O)C2CCCO2)CC1 (stereo not drawn)	7	i
NC(=O)c1cc([N+](=O)[O-])ccc1NCc1ccc(O)cc1	10	i
